RGS4-Gao reg – modulates binding of RGS4 to human Galphao; P09471; hit rate 0.33% among 220,000; binding response (% of control), % at 10 µM; Multiplexed bead flow cytometry; actives lie on both sides; in the data active = binding response below about 49% or above about 150%; inactive = in between;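 also: fluorescent Galphao activated with aluminum fluoride binding bead-coupled RGS4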
Target sequence (P09471 whole entry, looked up): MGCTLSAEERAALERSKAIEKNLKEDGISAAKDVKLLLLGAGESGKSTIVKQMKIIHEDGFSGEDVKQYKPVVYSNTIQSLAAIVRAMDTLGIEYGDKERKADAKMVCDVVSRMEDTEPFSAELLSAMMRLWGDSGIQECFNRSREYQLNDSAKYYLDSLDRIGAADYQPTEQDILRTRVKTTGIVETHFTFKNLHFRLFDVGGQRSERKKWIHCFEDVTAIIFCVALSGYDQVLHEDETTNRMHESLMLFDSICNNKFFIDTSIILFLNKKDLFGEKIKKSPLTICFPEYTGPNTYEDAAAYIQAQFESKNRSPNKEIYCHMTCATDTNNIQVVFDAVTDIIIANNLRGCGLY
RGS7-Gao reg – human RGS7-Galphao interaction regulation; P09471; Multiplexed bead flow cytometry, RGS7-Galphao binding; actives lie on both sides; binding response (% of control), % at 10 µM; hit rate 0.35% among 220,000; AID 1439; in the data active = binding response below about 49% or above about 150%; inconclusive = no clear call, values can overlap the other calls; inactive = in between;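 also: fluorescent Galphao held in activated GDP-AlF4 state binding bead-coupled RGS7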
RGS8-Gao – modulates binding of RGS8 to human Galphao; hit rate 0.34% among 220,000; response (percent of control binding), % at 10 µM; multiplexed bead flow cytometry; actives lie on both sides; P09471; in the data active = response below about 60% or above about 140%; inactive = in between;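 also: Galphao activated as the GDP aluminium fluoride complex binding bead-coupled RGS8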
* hit, by the source's call; ? = inconclusive; . = no result given; & = joins results of further samples; [ ] = dose if it differs, or a comment.

| RGS4-Gao reg | RGS7-Gao reg | RGS8-Gao | compound |
| --- | --- | --- | --- |
| 106 | ? | 103 | Cc1ccc(NC(=O)c2cnc3ccccc3n2)cc1C |
| 102 | ? | 102 | CSc1nc2nc3c(cc2c(=O)n1-c1ccccc1C)CCCC3 |
| 89 | ? | 100 | CC(=O)c1cnn(-c2ccc(Cl)cc2)c1C |
| 97 | ? | 98 | CCOC(=O)c1cc(-c2ccc(OC)cc2)n[nH]1 |
| 96 | ? | 100 | Cc1ccc(SCCN2CCN(C)CCC2=O)cc1 |
| 105 | ? | 104 | Cc1ccc2nc(SCC(=O)c3ccc(O)cc3O)[nH]c2c1 |
| 99 | ? | 98 | CN(NC(=O)c1ccc(Cl)cc1)c1ncc(C(F)(F)F)cc1Cl |
| 105 | ? | 99 | O=C1NC2=C(C(=O)OC2)C(c2ccc(OC(F)(F)F)cc2)N1 (stereo unspecified) |
| 120 | ? | 115 | CNC(=O)Cc1csc2ccc(C)cc12 |
| 185*[activator] | ? | 145*[activator] | O=C(Cn1nnc(-c2cc(C(F)(F)F)cc(C(F)(F)F)c2)n1)NNC(=S)Nc1ccc(Cl)cc1 |
| 90 | ? | 95 | NNC(=O)CS(=O)(=O)CS(=O)(=O)CC(=O)NN |
| 97 | ? | 102 | COc1cc(C2NC(=O)NC(C)=C2C(C)=O)ccc1O (stereo unspecified) |
| 97 | ? | 98 | Cc1ccc(N=C2NC(=O)/C(=C/c3cccn3C)S2)cc1C |
| 100 | ? | 100 | Cc1cc(OCC(=O)N(Cc2ccco2)C2CCS(=O)(=O)C2)ccc1Cl (stereo unspecified) |
| 100 | ? | 103 | Cc1ccccc1C(=O)NC(C(N)=O)P(=O)(OC(C)C)OC(C)C (stereo unspecified) |
| 98 | ? | 98 | O=C(CCC(=O)N/N=C/c1ccco1)N/N=C/c1ccco1 |
| 105 | ? | 100 | CN1C(C(=O)NCc2ccco2)CC2Cn3c(nc4cc(Cl)c(Cl)cc43)C21 (stereo unspecified) |
| 101 | ? | 67 | Cc1cc(C)c2c(=O)n(CC(=O)Nc3ccc(Cl)cc3)sc2n1 |
| 100 | ? | 98 | O=C1c2cc([N+](=O)[O-])ccc2-c2ncccc21 |
| 102 | ? | 102 | CCS(=O)(=O)NCCc1csc(-c2ccc(OC)c(OC)c2)n1 |

Remaining list, next part:
| RGS4-Gao reg | RGS7-Gao reg | RGS8-Gao | compound |
| --- | --- | --- | --- |
| 101 | ? | 102 | Cc1ccccc1-c1nnc(SCC(=O)N(CC(C)C)c2c(N)n(CC(C)C)c(=O)[nH]c2=O)n1C |
| 102 | ? | 101 | Cc1ccc2c(c1)C(c1ccccc1)N(C(=O)c1ccc3c(c1)OCO3)CC(=O)N2 (stereo unspecified) |
| 96 | ? | 101 | O=C(Nc1ccc2ccccc2n1)C1CCCCC1 |
| 99 | ? | 105 | CN1CCN(c2nnc(-c3ccccc3)c(-c3ccccc3)n2)CC1 |
| 93 | ? | 100 | CCCOc1nc2c(c(=O)n(C)c(=O)n2C)n1C |
| 98 | ? | 99 | COc1ccc(N2CCCC2=N)c(OC)c1 |
| 94 | ? | 98 | C[C@H]1CCC[C@@]2(O[C@@H](CCO)C[C@@H](O)[C@@H]2O)O1 |
| 99 | ? | 99 | NC(=S)Nc1ccc(F)cc1F |
| 110 | ? | 104 | CC1(C)CC2(CCO1)OC(=O)CC2C(=O)Nc1c(Cl)cccc1Cl (stereo unspecified) |
| 100 | ? | 98 | CC(C)(C)C(=O)Nc1ccc(F)cc1[N+](=O)[O-] |
| 100 | ? | 99 | OCCC1CN(CCCc2ccccc2)CCN1Cc1ccccc1 (stereo unspecified) |
| 101 | ? | 96 | Cc1cccc(OCC(=O)N=Nc2c(O)[nH]c3ccc([N+](=O)[O-])cc23)c1 |
| 102 | ? | 101 | Oc1ccccc1-n1c(-c2ccccc2)ccc1-c1ccccc1 |
| 101 | ? | 98 | Cc1ccc(/C=C2/N=C(c3ccccc3)NNC2=O)cc1 |
| 102 | ? | 101 | COC(=O)[C@@H]1C[C@H]2CC[C@H](O)C[C@H]2N1Cc1ccc(N2CCN(C)CC2)cc1 |
| 97 | ? | 104 | COc1cc(OC)c2ccc(=O)oc2c1C(CCN1CCN(c2ccccc2)CC1)c1ccc2c(c1)OCO2 (stereo unspecified) |
| 103 | ? | 99 | COc1ccc(-c2ccc(N(C)C)cc2)cc1[C@H]1[C@@H]2C=CCC[C@@]2(C)C(=O)N1Cc1ccccc1 |
| 107 | ? | 103 | COC(C[C@@H]1O[C@H]1[C@H](O)COCc1ccccc1)OC |
| 77 | ? | 88 | Cc1cccc(C(=O)c2ccccc2C(=O)O)c1 |
| 95 | ? | 99 | Clc1ccc(-c2nnc(C3CC3)o2)cc1 |

More entries
| RGS4-Gao reg | RGS7-Gao reg | RGS8-Gao | compound |
| --- | --- | --- | --- |
| 106 | ? | 104 | Cc1ccc2cc(NC(=O)Cc3ccccc3)ccc2n1 |
| 100 | ? | 100 | CC(=O)NNC(=O)c1sc(=S)n(C)c1C |
| 95 | ? | 98 | Cc1cccnc1NC(=S)Nc1ncccc1C |
| 107 | ? | 106 | COc1ccc(/C=C2\SC(=S)N(C(C(=O)O)c3ccccc3)C2=O)c(OC)c1 (stereo unspecified) |
| 101 | ? | 99 | COC(=O)c1ccc(S(=O)(=O)N2CCCN(Cc3cccc(Br)c3F)CC2)n1C |
| 100 | ? | 101 | COc1ccccc1N1CCN(C(=S)NC(=O)/C=C/c2ccccc2)CC1 |
| 103 | ? | 100 | O=C(NC(=S)Nc1cc(C(F)(F)F)ccc1N1CCOCC1)c1ccco1 |
| 99 | ? | 100 | O=C(CN(Cc1ccccc1)S(=O)(=O)c1ccc(Br)cc1)N/N=C/c1ccccc1C(=O)O |
| 107 | ? | 105 | COc1cc2oc3cc(C)oc(=O)c3c2cc1OC |
| 90 | ? | 104 | CCN(CCO)c1ccc(N=Nc2cc(C)[nH]n2)cc1 |
| 103 | ? | 105 | CC(=O)Nc1c(O)nc(C)[nH]c1=O |
| 99 | ? | 100 | COc1ccccc1N1CCN(S(=O)(=O)c2cc(C(F)(F)F)cc(C(F)(F)F)c2)CC1 |
| 104&84 | ? | 105&93 | O=C(O)CSc1nc2ccccc2s1 |
| 103 | ? | 102 | O=C(O)c1cccc(N(CCO)CCO)c1 |
| 114 | ? | 107 | COc1ccccc1N1C(=O)CC(Sc2ccccc2N)C1=O (stereo unspecified) |
| 93 | ? | 95 | Cc1c(Cl)cccc1NC(=O)CC1Sc2ccccc2NC1=O (stereo unspecified) |
| 103 | ? | 103 | N#CCCN(Cc1cccnc1)C(=S)NC1CC2C=CC1C2 (stereo unspecified) |
| 106 | ? | 105 | CCOC(=O)Cn1c(=N)n(CCOc2ccc(Br)cc2)c2ccccc21 |
| 95 | ? | 96 | O=C(NCCc1csc(-c2cccnc2)n1)c1ccccc1Br |
| 92 | ? | 94 | CCCC(=O)NC(=S)Nc1cc(-c2nc3ncccc3o2)ccc1C |

Full records from above:
Results for CCN(CCO)c1ccc(N=Nc2cc(C)[nH]n2)cc1 = RGS4-Gao reg: 90; RGS7-Gao reg: ?; RGS8-Gao: 104
Results for Cc1cccnc1NC(=S)Nc1ncccc1C = RGS4-Gao reg: 95; RGS7-Gao reg: ?; RGS8-Gao: 98

The results go on:
| RGS4-Gao reg | RGS7-Gao reg | RGS8-Gao | compound |
| --- | --- | --- | --- |
| 92 | ? | 98 | Cc1[nH]ccc2c1[nH]c1cc(=O)ccc12 |
| 100 | ? | 99 | Cn1c(=O)cc(C(=O)N/N=C/c2ccc(Cl)cc2)[nH]c1=O |
| 100 | ? | 98 | CN1C2CCC1CC(NC(=O)c1ccc(Cl)cc1)C2 (stereo unspecified) |
| 103 | ? | 101 | O=c1[nH]c2c(cnn2-c2ccc(Cl)cc2)c(=O)n1-c1cccc(Cl)c1 |
| 108 | ? | 104 | CN1CCN(C(=O)C23CC4CC(C)(CC(C)(C4)C2)C3)CC1 |
| 98 | ? | 97 | CCNc1nc(NCC)nc(N(C#N)C(C)C)n1 |
| 96 | ? | 101 | CCOC(=O)C(=Cc1c[nH]c2ccc(S(=O)(=O)N(C)C)cc12)C(=O)OCC |
| 106 | ? | 101 | O=C(Nc1cc(S(=O)(=O)N2CCOCC2)ccc1-n1cncn1)c1ccc(Cl)cc1 |
| 112 | ? | 106 | Cc1cccc(C)c1OCC(C)N (stereo unspecified) |
| 100 | ? | 99 | O=C(CN1CCN(C(c2ccccc2)c2ccccc2)CC1)N1N=CCC1c1ccccc1 (stereo unspecified) |
| 104 | ? | 104 | Cn1c(C(=O)O)cc2c(=O)n3ccccc3nc21 |
| 98 | ? | 100 | Cc1ccccc1COCCN1CCN(S(=O)(=O)c2ccccc2)CCC1=O |
| 95 | ? | 99 | CCn1c2c(c(=N)c3ccccc31)CCC2 |
| 69 | ? | 84 | Cc1ccc(NC2=NC(c3ccc(F)cc3)n3c(nc(C)cc3=O)N2)c(C)c1 (stereo unspecified) |
| 92 | ? | 96 | O=C1CC(Cc2ccccc2)C(=O)N1c1ccccn1 (stereo unspecified) |
| 96 | ? | 99 | N=c1c2c(ncn1CCCO)Oc1ccc3ccccc3c1C2c1ccccc1 (stereo unspecified) |
| 98 | ? | 100 | CCC(CCC(=O)Nc1cccc([N+](=O)[O-])c1)C(=O)O (stereo unspecified) |
| 99 | ? | 101 | CN(CC(=O)O)S(=O)(=O)c1ccc2[nH]c(=O)c(=O)[nH]c2c1 |
| 96 | ? | 101 | O=C(O)CC/C(=N\NC(=O)CNC(=O)/C=C/c1ccccc1)c1ccccc1 |
| 100 | ? | 102 | CC(=O)C1C(c2ccccc2)c2c(noc2C)CC1(C)O (stereo unspecified) |

4 compounds drawn at random from those above, as already listed:
| RGS4-Gao reg | RGS7-Gao reg | RGS8-Gao | compound |
| --- | --- | --- | --- |
| 106 | ? | 105 | CCOC(=O)Cn1c(=N)n(CCOc2ccc(Br)cc2)c2ccccc21 |
| 101 | ? | 99 | COC(=O)c1ccc(S(=O)(=O)N2CCCN(Cc3cccc(Br)c3F)CC2)n1C |
| 185*[activator] | ? | 145*[activator] | O=C(Cn1nnc(-c2cc(C(F)(F)F)cc(C(F)(F)F)c2)n1)NNC(=S)Nc1ccc(Cl)cc1 |
| 100 | ? | 101 | COc1ccccc1N1CCN(C(=S)NC(=O)/C=C/c2ccccc2)CC1 |

Looked up above:
`CN1C2CCC1CC(NC(=O)c1ccc(Cl)cc1)C2` (stereo unspecified) in RGS8-Gao: 98
`Cn1c(=O)cc(C(=O)N/N=C/c2ccc(Cl)cc2)[nH]c1=O` in RGS4-Gao reg: 100
`Cc1[nH]ccc2c1[nH]c1cc(=O)ccc12` in RGS8-Gao: 98
`CCn1c2c(c(=N)c3ccccc31)CCC2` in RGS8-Gao: 99
`N=c1c2c(ncn1CCCO)Oc1ccc3ccccc3c1C2c1ccccc1` (stereo unspecified) in RGS8-Gao: 99

(list continues)
| RGS4-Gao reg | RGS7-Gao reg | RGS8-Gao | compound |
| --- | --- | --- | --- |
| 105 | ? | 102 | CN(c1ccccc1)S(=O)(=O)c1ccc(C(=O)NCc2cccs2)cc1 |
| 106 | ? | 104 | CCN(CC)CCC(c1ccc(N(C)C)cc1)c1c(O)cc(OC)cc1OC (stereo unspecified) |
| 100 | ? | 99 | CC[C@H](NC(=O)c1c(C)c(-c2ccccc2)nc2ccccc12)c1ccccc1 |
| 97 | ? | 99 | COC(=O)c1c(NC(C)=O)csc1C |
| 89 | ? | 94 | CCCCCCN(C(=O)CCl)c1ccccc1 |
| 116 | ? | 114 | O=C(Nc1ccc(F)cc1)c1nc2c(nnn2Cc2cccc3ccccc23)c(=O)[nH]1 |
| 95 | . | 97 | O=C(NN1C(=O)C2C3C=CC(C4CC34)C2C1=O)c1cccc(Br)c1 (stereo unspecified) |
| 102 | ? | 100 | CNC(=S)N/N=C/c1ccco1 |
| 90 | ? | 99 | Cc1nc(S(=O)(=O)Nc2ccc3c(c2)OCCO3)cn1C |
| 105 | ? | 101 | Cc1cc(C)c2sc(NC(=O)CN3C(=O)CCC3=O)nc2c1 |
| 102 | ? | 97 | CC(C)(C)c1cc2nc3c(c(=O)n2[nH]1)CN(Cc1ccccc1)C3=O |
| 99 | ? | 100 | CC1=NN2C(=N)/C(=C\c3cc(C)n(-c4ccc(C)cc4)c3C)C(=O)N=C2S1 |
| 103 | ? | 99 | COC(=O)[C@@H]1C[C@H]2CC[C@H](O)C[C@H]2N1Cc1ccc(C(C)(C)C)cc1 |
| 101 | ? | 101 | O=C1CCc2ccccc2N1 |
| 107 | ? | 104 | C/C(=N\NC(=O)c1ccc2c(c1)OCO2)c1ccc(O)cc1 |
| 97 | ? | 100 | O=C(CN1CCOCC1)N/N=C/c1ccc(-c2ccc(C(=O)O)cc2)o1 |
| 98 | ? | 99 | CN(C)c1ccncc1C(=O)Nc1ccc(F)cc1F |
| 106 | ? | 100 | Oc1ccccc1N=Cc1c(O)ccc2ccccc12 |
| 98 | ? | 99 | Cc1csc(NC(=O)CSc2nnc(-c3ccoc3C)n2C(C)c2ccccc2)n1 (stereo unspecified) |
| 101 | ? | 102 | COc1ccc(CCNc2nc(-c3ccccn3)cs2)cc1OC |

Screening data as filed in PubChem.

A portion of the library; rates above refer to the full screens.
